BL2 CD40 inh: CD40 pathway inhibition in BL2 cells. BL2 NF-kB luciferase reporter, CD40L-induced, 4 h. inhibition, % at 10 µM. hit rate 0.94% among 83,000;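 active = mean inhibition of at least 50% with a set share of replicates also reaching that level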;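 also: 0% = neutral control wells and 100% = IKK inhibitor VII at 50 µM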
* hit, by the source's call; [ ] = remark or other dose.

molecule	BL2 CD40 inh
CSc1ncnc2[nH]ncc12	3
CCOC(=O)CNS(=O)(=O)CCN1C(=O)c2ccccc2C1=O	9
O=C(COC(=O)c1ccccn1)NCc1cccs1	0
Cc1cc[n+](CC(=O)c2ccc(NC(=O)c3ccccc3)cc2)cc1	0
CC(=O)c1c(C)nn(CC(O)COc2ccc3c(c2)CCC3)c1C (configuration not stated)	-5
COCCCNc1ccn2nc(-c3cc(OC)c(OC)c(OC)c3)cc2n1	1
COc1ccc(-n2nnc3c(=O)n(CC(=O)NCC4CCCO4)cnc32)cc1 (configuration not stated)	5
Oc1ccc(CCc2ccccn2)cc1	-46
c1ccc(-c2nnc(OCc3cccnc3)c3ccccc23)cc1	-13
O=S1(=O)N=C(N/N=C/c2ccccn2)c2ccccc21	12
COc1cc(/C=N/NC(=O)c2cccnc2)ccc1OC(=O)c1ccc([N+](=O)[O-])cc1	4
Cn1cc(CCC(=O)NCCCc2ccccc2)c2ccccc21	11
CN1C(=O)c2cc(NC(=O)Nc3ccccc3Cl)ccc2OC[C@@H]2O[C@@H](CC(=O)NCCCN3CCOCC3)CC[C@H]21	-1[25 µM]
CCOC(=O)Cc1nnn(CC(=O)OCC)n1	9
C[N+]1(C2CCC3CCCC2C3O)CCCCC1 (configuration not stated)	21
CCCCOCCCNC(=O)C1CCCCC1	5
CN(c1ccccc1)S(=O)(=O)c1ccc(NC(=O)C2CC2)cc1	-4
CO/N=C(\Cn1ncc(N2CCOCC2)c(Br)c1=O)c1ccc(Cl)cc1	25
Nc1ccc(Cl)c(S(=O)(=O)Nc2cccc(Cl)c2)c1	5
N#Cc1cn(CC(=O)NCC2CCCO2)c2ccccc12 (configuration not stated)	10
Cc1ccc(S(=O)(=O)N2CCOCC2)cc1NC(=O)CNc1ccccc1N1CCCC1=O	-16
Clc1ccc2nc(CSCc3ccccc3)cn2c1	-36
COc1ccc(/C=N/NC(=O)CCn2c3ccccc3c3ccccc32)cc1OC	7
O=C(C1CCCC1)N1[C@@H]2CN(S(=O)(=O)c3ccc(F)cc3)c3ccccc3[C@@H]2[C@@H]1CO	6
COc1ccc(S(=O)(=O)N(C)C[C@@H]2Oc3c(cccc3N(C)C)C(=O)N([C@H](C)CO)C[C@H]2C)cc1	-7[25 µM]
CCOC(=O)C(NC(=O)c1ccccc1)C(C)(C)SCc1ccccc1 (configuration not stated)	6
CN1CCc2c(sc(NC(=O)C3CCN(S(=O)(=O)c4cccs4)CC3)c2C(N)=O)C1	2
COc1ccc(S(=O)(=O)N(C)C[C@H]2OCc3ccccc3-c3c(n(C)c4ccccc34)C(=O)N([C@H](C)CO)C[C@H]2C)cc1	4
Cc1ccc(S(=O)(=O)N2CCN(C(=O)CSc3nnnn3C)CC2)c(C)c1	1
Cc1ncc([N+](=O)[O-])n1CC(C)O (configuration not stated)	4
CC1CCc2ccccc2N1C(=N)N(C)C (configuration not stated)	7
O=C(CCC(=O)c1ccc(-c2ccccc2)cc1)Nc1cccnc1	-6
COC(=O)[C@@H]1[C@@H](CO)[C@@H]2Cn3c(ccc(C4=CCCCC4)c3=O)[C@@H]2N1C(=O)c1ccccc1F	-12[25 µM]
O=C1CSCC(=O)N1c1ncc(C(F)(F)F)cc1Cl	12
Cc1ccc(C(=O)N2CCN(c3ncccn3)CC2)cc1S(=O)(=O)N1CCCCC1	15
O=C(Cc1ccccc1)Nc1ccccc1C(=O)Nc1ccc(C(=O)O)cc1	13
C[C@@H]1CN(C)C(=O)c2cccnc2O[C@H]1CN(C)S(C)(=O)=O	35*
CN(C)S(=O)(=O)Nc1ccccc1C(N)=O	16
CCn1ccnc1CN(C)C(=O)c1cc(COc2ccc(-n3cncn3)cc2)on1	3
CN1C(=O)c2cc(NC(=O)Nc3ccccc3F)ccc2OC[C@H]2O[C@@H](CC(=O)NCCc3ccncc3)CC[C@@H]21	-13[25 µM]
COc1ccc(C(=O)NCc2ccc3[nH]c(C)cc3c2)cc1OC	19
C[C@@H]1CN([C@H](C)CO)C(=O)c2c(c3ccccc3n2C)-c2ccccc2CO[C@H]1CN(C)Cc1ccc(O)cc1	5
O=C(COc1ccc([N+](=O)[O-])cc1Cl)N(C1CCCCC1)C1CCS(=O)(=O)C1 (configuration not stated)	27
CCCNC(=O)N1CC(=O)N2[C@H](CO)[C@H](c3ccc(C#CCC4CCCC4)cc3)[C@H]2C1	-6[25 µM]
Cc1noc(C)c1S(=O)(=O)N(C)C[C@@H]1Oc2c(NC(=O)c3ccc(-c4nccs4)cc3)cccc2C(=O)N([C@@H](C)CO)C[C@H]1C	-4[25 µM]
O=C(NCc1csc(-c2ccccc2)n1)c1ccco1	-54
CN(C)CCNC(=O)CN1C(=O)COc2ccc(C(C)(C)C)cc21	5
COC(=O)n1c(=O)oc2ccc(S(=O)(=O)N3CCCCC3)cc21	9
C[C@H]1CN([C@@H](C)CO)C(=O)c2c(c3ccccc3n2C)-c2ccccc2CO[C@H]1CN(C)C(=O)c1ccc(F)cc1	16
CCOC(=O)C1CCN(C(=O)c2c(-c3ccccc3)noc2C)CC1	11

Quoted at random: 6 entries already listed.
molecule	BL2 CD40 inh
Cc1ccc(S(=O)(=O)N2CCN(C(=O)CSc3nnnn3C)CC2)c(C)c1	1
CN(C)CCNC(=O)CN1C(=O)COc2ccc(C(C)(C)C)cc21	5
c1ccc(-c2nnc(OCc3cccnc3)c3ccccc23)cc1	-13
CC(=O)c1c(C)nn(CC(O)COc2ccc3c(c2)CCC3)c1C (configuration not stated)	-5
COc1ccc(/C=N/NC(=O)CCn2c3ccccc3c3ccccc32)cc1OC	7
O=C(C1CCCC1)N1[C@@H]2CN(S(=O)(=O)c3ccc(F)cc3)c3ccccc3[C@@H]2[C@@H]1CO	6

(listing goes on)
molecule	BL2 CD40 inh
O=C(Nc1ccccc1)N1C(=O)C2(OCCO2)c2ccccc21	-4
O=C(Nc1nnc(C2CC2)s1)c1cccc(S(=O)(=O)N2CCc3ccccc32)c1	4
c1ccc2c(-c3cc(C4CCNCC4)[nH]n3)cccc2c1	2
Cc1cc(NC(=O)CCC2CCCCC2)no1	-65
Cc1cccc(NC(=O)Cc2coc3ccc4ccccc4c23)n1	2
C[C@H]1CN([C@@H](C)CO)C(=O)CCCn2cc(nn2)CO[C@H]1CN(C)C(=O)Nc1ccnc(N2CCOCC2)c1	7[25 µM]
CC(OC(=O)C1CCC1)C(=O)Nc1cc(Cl)cc(Cl)c1 (configuration not stated)	8
Cn1ncc(C#N)c1/N=C/N(Cc1ccccc1)Cc1ccccc1	12
N#Cc1ccccc1OCC(=O)Nc1nnc(C2CC2)s1	-3
COc1cccc(S(=O)(=O)N2C[C@@H](O)COC[C@@H]3O[C@@H](CC(=O)NCCCN4CCOCC4)CC[C@H]32)c1	2[25 µM]
COCCSc1ccccc1C(=O)Nc1ccccc1C(C)C	11
CN(C)C(=O)c1ccc(Nc2ncnc3sc4c(c23)CCCCC4)cc1	1
Cc1nc2c(N=Nc3ccccc3F)c(N)nn2c(N)c1C#N	-23
O=C(CC1CC1)NC[C@H]1N[C@H](CO)[C@@H]1c1ccc(-c2ccc(F)cc2)cc1	-4[25 µM]
CN(Cc1nc2ccccc2n1C)S(=O)(=O)c1ccc(F)cc1	-14
O=C(Cn1cnc2ccccc2c1=O)NCCC(=O)Nc1ccc2c(c1)OCO2	7
Cc1ccc(CNC(=O)C2CCN(S(=O)(=O)N3CCC4(CC3)OCCO4)CC2)cc1	16
COc1ccc(NC(=O)N(C)C[C@@H]2OCCCC[C@H](C)Oc3ccc(NC(=O)c4ccncc4)cc3C(=O)N([C@H](C)CO)C[C@H]2C)cc1	-21[25 µM]
Cc1csc(=O)n1CC(=O)OCC(=O)Nc1cc([N+](=O)[O-])ccc1Cl	4
Cc1ccccc1NC(=O)C(C)OC(=O)c1ccccc1C(=O)N(C)c1ccccc1 (configuration not stated)	3
CC(=O)c1ccc(OC(C)C(=O)NCC2(N3CCOCC3)CCCCC2)cc1 (configuration not stated)	19
c1ccc(-c2nc(N3CCCCCC3)c3ccccc3n2)nc1	53*
COC(=O)c1ccccc1NC1c2ccccc2C(=O)N1c1cccnc1 (configuration not stated)	18
Cc1cc2ncn(S(=O)(=O)c3ccc(S(=O)(=O)N4CCCCCC4)cc3)c2cc1C	1
COc1ccc(NC(=O)c2cc(-c3ccc(F)cc3OC)n[nH]2)c(OC)c1	7

Next records.
SMILES | BL2 CD40 inh
c1ccc(-n2nnnc2-n2cnc3ccccc32)cc1 | -1
CN(CC(=O)Nc1ccc(F)cc1)C(=O)CCc1nc2sc3c(c2c(=O)[nH]1)CCCC3 | 6
COc1ccccc1CNC(=O)C[C@@H]1CC[C@@H]2[C@@H](COc3ccc(NC(C)=O)cc3C(=O)N2C)O1 | -1[25 µM]
c1ccc(CN2CCC(Nc3nc(-c4cccnc4)nc4ccccc34)CC2)cc1 | -6
CO[C@H](C(=O)N(C)C[C@@H]1OCc2ccccc2-c2ccccc2C(=O)N([C@@H](C)CO)C[C@@H]1C)c1ccccc1 | -17[25 µM]
CN1CCCCN2[C@@H](CO)[C@@H](c3ccc(C#CC4(O)CCCC4)cc3)[C@@H]2C1 | -7[25 µM]
Cn1cnc(S(=O)(=O)N2C[C@@H](O)COC[C@@H]3O[C@H](CC(=O)NCc4cccc(F)c4)CC[C@H]32)c1 | -15[25 µM]
C[C@@H]1CN([C@@H](C)CO)C(=O)CCCn2cc(nn2)CO[C@H]1CN(C)C(=O)NC1CCCCC1 | 4[25 µM]
Cc1ccc(Nc2n[nH]c(=S)s2)cc1F | -13
COc1ccc(C(CNC(=O)c2ccc(-c3ccccc3Cl)o2)N2CCCC2)cc1 (configuration not stated) | -13
CCOC(=O)c1sc(N(Cc2ccccc2)C(=O)CN2C(=O)CN(C)C2=O)nc1C | -4
CN1CCCCN2[C@H](CO)[C@@H](c3ccc(-c4ccc(F)cc4)cc3)[C@H]2C1 | -17[25 µM]
CCN(CC)S(=O)(=O)c1cccc(NC2=NCCCCC2)c1 | 11
CC(C)Cn1c(Br)nc2c1c(=O)n(CCC#N)c(=O)n2C | 4
COc1ccc(NC(=O)N(C)C[C@@H]2OCc3ccccc3-c3ccccc3C(=O)N([C@@H](C)CO)C[C@@H]2C)cc1 | -9
CN(C)C(=O)[C@H]1[C@H](CO)[C@H]2Cn3c(ccc(C4=CCCC4)c3=O)[C@H]2N1Cc1ccc2c(c1)OCO2 | 1[25 µM]
CN(C)S(=O)(=O)c1cc(NC(=O)COC(=O)c2nc(Cl)ccc2Cl)ccc1Cl | 19
N#Cc1ccccc1Cn1c(-c2cscn2)nc2ccccc21 | 3
Cc1ccccc1S(=O)(=O)N1[C@@H](C#N)[C@H](c2ccc(C#CC3CCCC3)cc2)[C@@H]1CO | -5
C/C=C/c1ccc([C@H]2[C@@H](CNC(C)C)N(Cc3cccnc3)[C@H]2CO)cc1 | -1[25 µM]
Cc1nn(C(=O)N2CCOCC2)c(C)c1C | 16
CCCc1cc(Nc2cccc(OC)c2)n2ncnc2n1 | 6
O=C(CN(Cc1ccccc1)S(=O)(=O)c1ccccc1)NC1CC1 | 5
CCCCn1c(N)c(N(CC(C)C)C(=O)c2ccc(S(=O)(=O)N3CCCCC3)cc2)c(=O)[nH]c1=O | 2

As entered above:
Under BL2 CD40 inh, CN(C)S(=O)(=O)c1cc(NC(=O)COC(=O)c2nc(Cl)ccc2Cl)ccc1Cl has the entry 19
Under BL2 CD40 inh, Cc1nn(C(=O)N2CCOCC2)c(C)c1C has the entry 16
Under BL2 CD40 inh, C/C=C/c1ccc([C@H]2[C@@H](CNC(C)C)N(Cc3cccnc3)[C@H]2CO)cc1 has the entry -1[25 µM]

(cont.)
SMILES | BL2 CD40 inh
Cn1cccc1/C=N/NC(=O)c1ccco1 | -35
OCCNCCCCSc1ccc(Cl)cc1 | -3
C/C=C/c1ccc([C@@H]2[C@@H](CN(C)S(C)(=O)=O)N(C(=O)CC)[C@H]2CO)cc1 | -14
CN1C(=O)c2cc(NC(=O)c3ccc(F)c(F)c3)ccc2OC[C@H]2O[C@H](CC(=O)N3CCCCC3)CC[C@H]21 | -11[25 µM]
CCC(CC)C(=O)NCc1ccc(OC)cc1 | 1
COc1cc(C)c(Cl)cc1S(=O)(=O)N(C)C | 9
CN1CCCN(S(=O)(=O)c2cccc(Cl)c2Cl)CC1 | 10
CC(C)N=C(Nc1cccnc1)c1ccccc1 | 7
Cc1ccccc1S(=O)(=O)N1CCCCN2[C@@H](CO)[C@H](c3ccc(-c4cccnc4)cc3)[C@@H]2C1 | 16[25 µM]
CO[C@H]1CN(C)C(=O)c2cc(NC(=O)NC(C)C)ccc2OC[C@H](C)N(C(=O)CN(C)C)C[C@@H]1C | 0[25 µM]
COc1ccccc1NS(=O)(=O)c1cc(NC(=O)c2ccncc2)ccc1N1CCCC1 | 13
CC(=O)N1CC2(C1)[C@H](c1ccccc1)[C@@H](CO)N2Cc1ccccc1 | -3[25 µM]
N#C[C@H]1[C@H](c2ccc(C#Cc3ccccc3F)cc2)[C@@H](CO)N1C(=O)C1CCC1 | 62*
O=C(c1cnccn1)N(c1ccccc1)C1(C(=O)NC2CCCCC2)CCCCC1 | 11
C[C@H]1CN([C@@H](C)CO)C(=O)CCCn2cc(nn2)CO[C@H]1CN(C)Cc1ccccc1 | 5[25 µM]
Cc1ccc(C(=C2C3C=CC2C2C(=O)NC(=O)C32)c2ccc(C)cc2)cc1 (configuration not stated) | 9
CC=Cc1ccc2n(c1=O)C[C@@H]1[C@@H](CO)[C@H](C(=O)NC3CCCC3)N(C(=O)C3CCC3)[C@H]21 (mixture of isomers) | 0
O=C(Nc1ccc(Cl)cc1)c1ccc(OC2CSC2)cc1 | -10
COc1ccccc1NC(=O)N[C@@H]1CC[C@@H](CCNS(=O)(=O)c2ccc(Cl)cc2)O[C@H]1CO | -10[25 µM]
CC1(C(=O)NCC2CCCCC2)CCN1C(=O)Cc1ccc(-c2ccccc2)cc1 (configuration not stated) | 19
O=C(NCCc1ccccc1)C1CCN(S(=O)(=O)c2cccc3nonc23)CC1 | -49
O=S(=O)(NCC1(N2CCOCC2)CCCCC1)c1ccccc1Cl | 3
O=C(C[C@@H]1C[C@@H]2c3cc(NC(=O)c4ccc5c(c4)OCO5)ccc3O[C@@H]2[C@@H](CO)O1)NCc1ccc(Oc2ccccc2)cc1 | 23[25 µM]

Screening results: PubChem, Broad Institute

An excerpt (hit frequency here may not be typical).
